# ASAP1 GAP inh: ASAP1 ArfGAP inhibition. Q9ULH1. ASAP1-stimulated ARF1 GTP hydrolysis, GDP FP detection. inhibition, % at 16.5 µM. hit rate 0.19% among 360,000; in the data active = inhibition above about 25%;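 also: 0% = vehicle with enzyme and substrate and 100% = no enzyme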
# HGIII-sPLA2 inh: Blocks human group III sPLA2 activity. Q9NZ20. QFRET BODIPY PC-A2 liposome hydrolysis, fluorescence. inhibition, % at 12.2 µM. hit rate 0.56% among 370,000;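 active = inhibition above mean plus 3 SD of compounds lying within the high and low control bounds, cut at about 19% in these data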;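 also: 0% = median of test compound wells and 100% = no enzyme DMSO wells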
# proKLK7 act: proKLK7 (human) activation, primary screen; P49862; purified proKLK7, EDANS-DABCYL substrate fluorescence; 100% is mature enzyme control, 0% vehicle; activation, % at 7 µM; hit rate 0.9% among 370,000;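 active = activation above the mean of all tested compounds plus 3 SD, computed per campaign excluding outliers beyond control limits, cut at about 13% in these data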
# Target sequence (P49862 whole entry, looked up): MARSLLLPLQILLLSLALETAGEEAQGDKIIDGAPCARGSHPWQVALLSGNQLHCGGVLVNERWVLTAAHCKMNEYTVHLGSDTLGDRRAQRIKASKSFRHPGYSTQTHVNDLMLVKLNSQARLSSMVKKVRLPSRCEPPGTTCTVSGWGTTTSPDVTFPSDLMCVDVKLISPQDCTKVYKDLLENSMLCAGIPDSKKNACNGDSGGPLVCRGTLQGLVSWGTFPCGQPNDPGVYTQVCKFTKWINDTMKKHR
# NPR1 activator: GC-A (human) enzyme activation | HEK293 GC-A cells, cGMP TR-FRET, EC30 ANP; 0% at EC30 ANP, 100% saturating ANP | activation, % at 10 µM | hit rate 0.14% among 370,000 | AID 1671463; in the data active = activation above about 40%
# FXN GAA850 act: increases GAA850 frataxin promoter reporter activity | HEK293 lucGAA850 FXN promoter luciferase reporter, 24 h; percent of 10 µM SAHA response | activation, % at 6 µM | hit rate 0.56% among 360,000 | AID 540364;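 active = activation above the average of all compounds screened plus 3 SD, cutoff fixed separately per campaign, cut at about 7.5% in these data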;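 also: 0% = DMSO wells and 100% = 10 µM SAHA wells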
# GC-B act: GC-B (human) receptor activation | AID 1920062 | hit rate 0.11% among 370,000 | activation, % at 10 µM | HEK293-GC-B cells, CNP EC30, cGMP TR-FRET; 0% at EC30 CNP, 100% saturating CNP | P20594;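 active = activation at 10 µM reaching about 35% in either raw or pattern-adjusted values, limit read from the data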
# ARFGAP1 inhibitor: rat ARFGAP1 inhibition | Q62848 | Arfgap1-stimulated ARF1 GTP hydrolysis, GDP FP detection | inhibition, % at 16.5 µM | hit rate 0.26% among 360,000;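 active = inhibition above a per-plate limit, mean inhibition of low control wells plus 3 SD, cut at about 25% in these data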;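 also: 0% = DMSO wells with enzyme and 100% = wells lacking Arfgap1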
# Target sequence (Q62848 1-136 limits assumed): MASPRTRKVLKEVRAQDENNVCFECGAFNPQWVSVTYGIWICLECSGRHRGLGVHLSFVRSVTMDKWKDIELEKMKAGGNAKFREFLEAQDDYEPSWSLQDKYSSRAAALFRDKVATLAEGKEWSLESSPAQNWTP
#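 Material: truncated rat Arfgap1 GAP domain; Incubation: compound-enzyme preincubation 20 min, reaction 120 min, detection 60 min, 25 °C; Read-out: percent inhibition of Arfgap1-stimulated GTP hydrolysis; Technique: FP, GDP Alexa 633 tracer displaced from anti-GDP antibody, 620/688 nm; Controls: No-Arfgap1 wells (100%) versus DMSO full-reaction wells (0%); Replication: single well per compound.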
# Tn6 DDE FP: disrupts Tn6 cyclic peptide binding to fibrin D-Dimer-E complex; Fibrin DD(E) TRITC-Tn6 fluorescence polarization displacement; inhibition, % at 8.3 µM; hit rate 0.21% among 370,000;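 active = inhibition above a per-campaign cutoff: mean of compounds within control limits plus 3 SD, cut at about 15% in these data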;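 also: 0% = median of all compound wells on the plate and 100% = blocking peptide control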
# ADAM10 inh: ADAM10 inhibition, QFRET primary screen | O14672 | recombinant ADAM10, EDANS/DABCYL FRET peptide cleavage, 3 h | inhibition, % at 7 µM | hit rate 0.62% among 370,000 | AID 720582;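 active = inhibition above a per-campaign cutoff equal to the mean of compounds falling between control-based bounds plus 3 SD, cut at about 20% in these data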;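 also: 0% = DMSO wells while the 100% control is not disclosed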
# Target sequence (O14672 214-748 limits assumed): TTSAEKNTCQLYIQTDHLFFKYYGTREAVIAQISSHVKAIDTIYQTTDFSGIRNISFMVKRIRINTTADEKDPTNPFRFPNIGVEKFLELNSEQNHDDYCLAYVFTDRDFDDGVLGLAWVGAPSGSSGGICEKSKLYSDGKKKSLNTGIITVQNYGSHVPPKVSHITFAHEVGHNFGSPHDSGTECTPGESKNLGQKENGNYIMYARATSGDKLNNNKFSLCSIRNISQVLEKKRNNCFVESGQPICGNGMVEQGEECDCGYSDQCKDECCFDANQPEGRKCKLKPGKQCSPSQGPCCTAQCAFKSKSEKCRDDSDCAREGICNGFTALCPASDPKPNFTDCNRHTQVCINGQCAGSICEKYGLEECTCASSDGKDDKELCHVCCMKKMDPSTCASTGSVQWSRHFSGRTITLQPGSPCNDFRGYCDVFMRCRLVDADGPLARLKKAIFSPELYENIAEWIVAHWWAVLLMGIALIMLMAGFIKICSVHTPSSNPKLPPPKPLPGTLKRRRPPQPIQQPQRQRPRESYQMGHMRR
# rCAG RNA binder: binds r(CAG) RNA repeats; r(CAG) RNA repeat, TO-PRO-1 dye displacement fluorescence; inhibition, % at 3 µM; hit rate 1.3% among 370,000;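 active = inhibition above the plate cutoff, the mean of all test compounds on that plate plus 3 SD, cut at about 35% in these data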;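 also: 0% = DMSO alone and 100% = 100 µM mitoxantrone as full dye displacement; higher means more dye released from RNA so lower well fluorescence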
# The depositor's hits bear a star; . = not tested or not shown. Compounds were not picked by outcome, and some 4.5% of all compounds hit somewhere here.
SMILES,FXN GAA850 act,NPR1 activator,HGIII-sPLA2 inh,proKLK7 act,rCAG RNA binder,Tn6 DDE FP,ADAM10 inh,ASAP1 GAP inh,GC-B act,ARFGAP1 inhibitor
O=C(c1ccco1)N1CCN(C(=O)C2CCCN(S(=O)(=O)c3cccc4nsnc34)C2)CC1 (stereo not drawn),0.8,-0.4,-2.1,0.3,-0.8,5.9,-4.6,-6.0,4.1,-0.2
COc1ccc(C2(O)CCN(CCCCOc3ccccc3)CC2)cc1,-1.4,0.7,-3.7,0.5,-2.6,-0.4,-4.2,5.5,-4.2,5.3
COc1ccc(S(=O)(=O)N2CCOCC2)cc1NC(=O)CCCOc1ccc(C(C)=O)cc1,0.0,-1.1,-4.4,0.6,3.9,-2.4,1.5,12.8,2.5,0.5
CCn1c(=N)c(S(=O)(=O)c2ccc(F)cc2)cc2c(=O)n3ccccc3nc21,3.1,17.0,4.8,3.2,2.7,0.7,-453.2,7.7,9.2,1.6
Cc1cc(C(=O)NC2CCCc3c2cnn3-c2ccccc2F)nc(C)n1 (stereo not drawn),-0.3,-4.4,-4.3,0.4,-2.2,7.0,6.1,7.5,-2.5,-15.3
O=C(CN1CCN(c2ccc([N+](=O)[O-])cc2)CC1)Nc1nccs1,-4.9,-2.7,8.4,-0.2,-1.1,-3.7,-3.3,2.1,-5.0,6.0
N#Cc1cc(-c2ccccc2)[nH]c1-c1nccc2ccccc12,-1.3,-2.4,-4.3,-10.4,9.4,1.9,-375.5,13.6,3.8,15.2
O=C(c1cccnc1)c1ncc(C(F)(F)F)cc1Cl,-0.3,-1.2,2.3,0.2,-4.8,2.4,3.2,-1.3,3.1,19.3
CCn1cnc2c1c(=O)n(Cc1cccc(Br)c1)c(=O)n2Cc1ccccc1,1.9,9.2,4.8,-0.2,1.9,-9.4,15.0,-4.8,27.9,2.1
CCn1c(=NC(=O)CCS(=O)(=O)c2ccccc2)sc2cccc(OC)c21,-2.1,4.2,-4.1,0.2,-1.1,7.4,-4.8,0.9,-2.4,-0.7
O=C(CN(c1ccc2c(c1)OCCO2)S(=O)(=O)c1ccccc1)N1CCN(Cc2ccccc2)CC1,-1.1,-1.6,-12.0,1.1,-5.6,-8.4,10.3,2.0,-0.9,-6.4
CC(C)(C)c1ccc(OCCOc2ccc(C(C)(C)C)cc2NC=O)c(NC=O)c1,2.0,-4.2,-13.1,-0.3,-5.9,-4.4,14.0,0.9,9.8,15.7
O=C(C1CC(=O)N(c2ccccc2)C1)N1CCCCCC1 (stereo not drawn),3.4,2.2,0.5,0.1,-1.3,-1.0,-5.6,1.2,-0.5,11.8
O=C(COc1ccccc1-c1ccccc1)Nc1ccc(S(=O)(=O)NCc2ccco2)cc1,0.8,-23.1,-8.0,-0.2,4.3,-1.5,2.3,5.0,-19.9,3.0
Cc1c(C(=O)O)nnn1-c1nonc1N,-1.2,12.1,-0.3,0.6,-0.8,5.3,-3.4,-5.2,0.6,-9.0
C#CCSc1nnc(-c2ccc(OC)cc2)o1,6.1,1.5,5.5,-0.4,2.0,1.7,-8.3,-5.6,-2.2,7.3
COc1cccc(CN2CCSCC2)c1OC,1.5,1.6,-2.8,0.0,1.6,-0.4,6.2,-1.7,-5.6,7.4
COc1ccc(-c2csc(-c3cc4ccccc4oc3=N)n2)cc1,3.2,4.4,-0.9,-3.9,11.8,-0.2,-10.2,-5.2,0.2,1.5
Cc1cc([N+](=O)[O-])ccc1NCc1ccc2c(c1)OCCO2,4.1,-0.3,-5.7,0.6,2.6,-5.1,10.2,12.2,-7.0,1.3
FC(F)(F)c1ccc(C2[C@H]3CN(Cc4cccnc4)[C@H](c4ccccc4)C34CC2(c2cccnc2)C4)cc1 (stereo partly drawn),-4.0,0.3,6.3,0.1,0.2,-0.1,12.1,-2.1,-2.3,-2.9
COc1ccc(OC(C)C(=O)N2CCC(C)CC2)cc1 (stereo not drawn),1.5,1.7,1.7,0.2,-3.1,7.7,6.6,-3.3,3.0,11.3
COc1ccc(C(=O)N2CCC(C(=O)c3c(C)cc(C)cc3C)CC2)cc1,1.1,-1.4,-1.3,0.5,-10.5,-13.2,-1.1,-10.6,-0.3,4.1
CCNC(=S)N/N=C/c1cccc(C)c1,2.4,3.5,8.8,-0.7,-0.4,2.4,3.0,-9.6,14.3,5.4
[N-]=[N+]=NCC/C=C\C1NS(=O)(=O)OCC1O (stereo not drawn),-0.2,0.2,8.7,0.6,-0.6,0.0,-5.5,-5.1,2.2,-3.9
CC(C)c1ccc(S(=O)(=O)N2CCN(C(=S)NCc3ccco3)CC2)cc1,-0.9,-0.3,-5.3,0.3,-0.9,-0.6,4.6,-1.8,-4.4,1.5
CCOC(=O)N1CCC(n2c(SCC(=O)NCCC3=CCCCC3)nc3ccccc3c2=O)CC1,-4.0,-8.5,1.6,0.7,-0.1,-0.7,12.7,4.6,-5.9,-0.7
C/C(=N\NC(=O)COc1ccc(C)cc1C(C)C)c1ccc(-n2ccnc2)cc1,3.2,-3.8,5.5,1.3,-1.6,0.3,-6.8,-9.9,5.7,-3.1
CC(CCN1CCC(C(O)(c2ccccc2)c2ccccc2)CC1)Oc1cc(F)cc(C#N)c1 (stereo not drawn),.,-21.4,-7.6,0.1,3.6,1.6,6.8,.,-16.8,.
Cc1ccc(-c2c3c(=O)n(C)c(=O)n(C)c3cn2CCCN2CCOCC2)cc1,1.4,-1.9,7.7,-0.5,-1.0,-0.8,-11.9,-2.3,-1.9,-12.7
O=C(NCc1cccs1)c1cc2c(s1)CS(=O)(=O)C2,0.8,0.7,1.5,0.3,3.2,-0.4,-1.2,1.2,0.6,-3.0
CC1CCC(C(C)C)C(OC(=O)CSc2nc(N)cc(=O)[nH]2)C1 (stereo not drawn),0.0,-1.1,-3.7,0.6,-3.7,-6.3,2.0,-4.3,-5.4,-1.3
COc1ccc(-c2cc(C(=O)N3CCC3)c3ccccc3n2)cc1OC,0.7,1.0,8.6,-0.6,-0.3,-5.3,-19.4,5.2,2.8,0.9
Cc1c(-c2ccccc2)[n+](=O)c(-c2ccc(Br)cc2)c(C)n1[O-],-0.2,-4.4,2.7,0.1,-2.5,3.0,-2.3,-0.2,4.4,5.4
Clc1cccc(Cl)c1/C=C/c1ccn[nH]1,0.7,-1.0,-12.6,-0.6,-0.8,2.2,9.0,-7.2,-5.0,8.7
COCCCn1cc(C(=O)c2cc(OC)ccc2OCC(=O)N2CCCCC2C)cc(C#N)c1=O (stereo not drawn),-1.1,-3.4,3.7,-0.3,-6.9,9.8,-2.6,3.5,-0.1,8.2
COc1ccc(-c2cc(C(F)(F)F)n3nc(C(=O)N4CCOCC4)nc3n2)cc1,2.4,-1.2,5.6,3.6,-7.8,1.5,-110.9,9.4,1.5,7.4
CCN1CCN(Cc2c(O)ccc3c2O/C(=C\C=C\c2ccccc2OC)C3=O)CC1,1.9,4.7,-74.1,3.2,-71.2,0.9,-25.5,-16.4,3.7,-1.5
CC(CC(C)C(=O)N1CCOCCN(C(=O)C(C)CC(C)C(=O)O)CCOCC1)C(=O)O (stereo not drawn),0.5,0.5,3.8,-0.7,-0.1,-2.4,4.4,1.0,3.3,-6.8
CC(=O)c1cccc(Nc2ccc(Br)cc2)c1,.,1.2,2.6,-0.4,3.0,-2.4,12.9,3.1,-3.4,10.8
COc1cccc(/C=N/NC(=O)c2cc3c(OC)c(OC)ccc3[nH]2)c1OC,-5.6,-2.8,-8.0,1.4,0.3,4.6,1.9,-6.7,-5.7,17.0
Cc1ccc(S(=O)(=O)N2CCC(=O)N([C@H](COCc3cccc(Cl)c3)Cc3ccccc3)CC2)cc1,.,-5.2,-3.3,0.0,5.7,-2.5,4.9,5.0,-3.1,-3.7
Cn1c(NCc2ccccc2F)nc2cc(-c3cccc(C(F)(F)F)c3)sc2c1=O,1.4,-3.2,-3.3,-0.1,2.3,-3.6,-5.1,13.7,-5.0,-10.9
COc1cccc(C(=O)N2CCN(Cc3nc(CC4CC4)no3)CC2)c1,1.3,-0.1,9.4,-0.2,-7.5,-3.9,2.2,-5.1,3.3,-18.2
COc1ccccc1CNc1ccc2c(c1)OC[C@H](CC(C)C)NS2(=O)=O,.,-4.5,9.8,0.6,0.4,7.5,-11.4,-11.8,-1.1,-9.0
COc1cccc(NC(=O)NC2CCCCN(Cc3ccc(C)cc3)C2=O)c1 (stereo not drawn),.,2.4,7.5,0.5,2.6,3.6,3.7,.,-1.8,.
COCc1nnc(NC(=O)COc2ccc3c(c2)OCO3)s1,-0.7,3.2,-2.3,0.4,5.7,6.2,1.3,-0.6,4.6,3.0
Cc1cc(C(=O)NC2CCCCC2C)c2ccccc2n1 (stereo not drawn),-1.9,-5.6,6.5,-0.6,-1.4,-7.9,-10.9,-4.4,-4.8,7.0
Cc1ccccc1CNC(=O)CN(c1cccc([N+](=O)[O-])c1)S(C)(=O)=O,-2.1,-5.5,-2.2,-0.5,0.5,6.2,0.7,1.9,-4.5,-12.5
COc1ccccc1-c1noc(-c2ccccc2)n1,2.6,6.5,0.1,-0.2,-6.2,2.0,2.6,-7.4,-0.3,-6.9
CC(C)Oc1ccc(S(=O)(=O)N2CCOCC2)cc1NC(=O)CN1C(=O)c2ccccc2C1=O,0.6,6.8,0.1,0.2,1.8,-1.6,-7.2,-4.4,5.8,-12.4
O=c1c2ccccc2sn1-c1ccccc1,-2.7,15.4,1.2,0.1,-1.9,-0.9,-10.2,2.2,15.7,-6.9
O=C(Nc1ccc2nc3n(c(=O)c2c1)CCCCC3)C(=O)N1CCN(c2ccccc2F)CC1,0.3,-2.4,-2.7,-0.5,1.1,-2.7,2.4,6.5,-1.3,4.3
CCCCOc1ccc(CN2CCC(O)CC2)cc1,4.7,0.5,1.1,0.1,-1.7,9.4,1.6,-13.3,4.8,0.1

# Record cards, as listed above. Order of screens: FXN GAA850 act | NPR1 activator | HGIII-sPLA2 inh | proKLK7 act | rCAG RNA binder | Tn6 DDE FP | ADAM10 inh | ASAP1 GAP inh | GC-B act | ARFGAP1 inhibitor
# COc1ccc(C(=O)N2CCC(C(=O)c3c(C)cc(C)cc3C)CC2)cc1 is listed as 1.1 | -1.4 | -1.3 | 0.5 | -10.5 | -13.2 | -1.1 | -10.6 | -0.3 | 4.1
# O=c1c2ccccc2sn1-c1ccccc1 is listed as -2.7 | 15.4 | 1.2 | 0.1 | -1.9 | -0.9 | -10.2 | 2.2 | 15.7 | -6.9
# COc1cccc(/C=N/NC(=O)c2cc3c(OC)c(OC)ccc3[nH]2)c1OC is listed as -5.6 | -2.8 | -8.0 | 1.4 | 0.3 | 4.6 | 1.9 | -6.7 | -5.7 | 17.0

# Individual results from the entries so far:
# `N#Cc1cc(-c2ccccc2)[nH]c1-c1nccc2ccccc12` in proKLK7 act: -10.4
# `Cc1cc([N+](=O)[O-])ccc1NCc1ccc2c(c1)OCCO2` in ADAM10 inh: 10.2
